TbMetRS inhib: T. brucei MetRS inhibitors, primary screen, biochemical, luminescence | purified T. brucei MetRS, ATP depletion, Kinase-Glo luminescence | inhibition, % at 11.9 µM | 0.4% of 360,000 active | AID 624268, 2012;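 active = inhibition above a per-plate cutoff of the control wells' mean inhibition plus 3 SD, cut at about 5.5% in these data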;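 note: 0% = DMSO wells median and 100% = median of wells with control inhibitor compound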
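Dosing: 11.9 µM compound single dose, 0.9% DMSO; Assay system: purified T. brucei MetRS enzyme; Measured by: Kinase-Glo luciferase luminescence reporting remaining unconsumed ATP; Schedule: 15 min plus 2 h at 25 °C.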
STEP inh: STEP phosphatase inhibitors, primary screen, biochemical, fluorescence intensity, uHTS; 0.25% of 360,000 active; recombinant STEP, OMFP fluorogenic substrate; AID 588621, 2011; inhibition, % at 20 µM; Tyrosine-protein phosphatase non-receptor type 5 (Homo sapiens), P54829;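 active = inhibition at 20 µM, scaled per plate between control wells, above about 37%, limit read from the data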;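 note: 0% = DMSO with enzyme and substrate and 100% = substrate only without enzyme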
Target sequence (P54829 whole entry, looked up): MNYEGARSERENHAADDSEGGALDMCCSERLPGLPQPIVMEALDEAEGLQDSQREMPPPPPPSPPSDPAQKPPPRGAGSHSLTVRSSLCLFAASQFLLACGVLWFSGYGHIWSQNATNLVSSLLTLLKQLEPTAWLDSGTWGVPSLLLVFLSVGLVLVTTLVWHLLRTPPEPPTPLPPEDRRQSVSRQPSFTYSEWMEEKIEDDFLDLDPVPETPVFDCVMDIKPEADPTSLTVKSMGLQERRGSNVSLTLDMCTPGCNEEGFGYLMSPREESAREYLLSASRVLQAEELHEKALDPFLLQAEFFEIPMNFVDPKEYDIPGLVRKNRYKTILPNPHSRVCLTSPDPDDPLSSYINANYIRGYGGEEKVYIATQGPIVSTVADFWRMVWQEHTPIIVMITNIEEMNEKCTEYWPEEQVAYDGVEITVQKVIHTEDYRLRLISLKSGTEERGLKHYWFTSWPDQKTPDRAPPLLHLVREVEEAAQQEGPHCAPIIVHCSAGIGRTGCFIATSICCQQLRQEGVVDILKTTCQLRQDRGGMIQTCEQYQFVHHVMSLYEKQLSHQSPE
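System: STEP (striatal-enriched tyrosine phosphatase) enzyme, cell-free; medium: Bis-Tris pH 6.0 buffer with DTT, detergent; dosing: 20 µM, 1% DMSO; times: reaction 20 min, ambient temperature; detection: fluorescence, 480/540 nm; read-out basis: normalized % inhibition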
CSN deneddyl inh: inhibitors of CSN-mediated cullin deneddylation, primary screen, biochemical, fluorescence polarization, uHTS | 0.38% of 360,000 active | Purified CSN, SCF-Nedd8-OG deneddylation | COP9 signalosome complex subunit 5 (Homo sapiens), Q92905 | inhibition, % at 12.5 µM | AID 651999, 2013;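 active = pattern-corrected inhibition above about 35%, with an unprinted fluorescence ratio check between 0.5 and 1.5, limit read from the data, passing the limit was not always enough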;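 note: 0% = enzyme with substrate and 100% = substrate without enzyme; some results filed as inactive read as strong as hits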
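Schedule: reaction 90 min, room temperature / Assay system: HEK293T-derived human Csn5 enzyme / Input: Csn5 at 0.24 nM final / Measure: inhibition of Csn5 cleavage, % / Control set: substrate-only high control, full reaction low control / Technique: fluorescence polarization of the substrate / Buffer or medium: Tris/NaCl/DTT buffer, pH 7.5 / Reagent: SCFSkp2-Nedd8OG substrate at 10 nM final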
Rpn11 inh: Rpn11 (PSMD14) deubiquitinase inhibitors, primary screen, biochemical, fluorescence polarization, uHTS. human 26S proteasome, Ub4-pepOG fluorescence polarization; 20S core pre-blocked with epoxomicin. calls only at 20 µM. 0.59% of 360,000 active;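 active = inhibition at 20 µM, scaled to each plate's controls, above about 33%, limit read from the data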
Target sequence (O00487 whole entry, looked up): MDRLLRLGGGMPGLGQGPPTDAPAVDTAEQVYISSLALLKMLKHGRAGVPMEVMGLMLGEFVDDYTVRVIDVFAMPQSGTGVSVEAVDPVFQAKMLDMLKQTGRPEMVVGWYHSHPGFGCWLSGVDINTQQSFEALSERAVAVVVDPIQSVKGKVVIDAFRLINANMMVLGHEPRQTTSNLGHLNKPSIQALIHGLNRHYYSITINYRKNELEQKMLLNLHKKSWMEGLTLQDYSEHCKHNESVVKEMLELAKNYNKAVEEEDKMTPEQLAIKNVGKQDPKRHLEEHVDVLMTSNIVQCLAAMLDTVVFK
LMPTP inh: LMPTP phosphatase inhibitors, primary screen, biochemical, fluorescence intensity, uHTS | inhibition, % at 20 µM | Low molecular weight phosphotyrosine protein phosphatase (Homo sapiens), P24666 | recombinant LMPTP-A, OMFP fluorogenic substrate | AID 651560, 2012 | 0.22% of 360,000 active;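 active = compounds that cut the enzyme signal by at least half of the control window in the single-dose screen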;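 note: plate controls were DMSO wells with enzyme plus substrate for no effect and substrate without enzyme for full effect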
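Assay system: LMPTP-A enzyme. Input: 0.625 nM LMPTP-A final. Probe or stimulus: 400 µM OMFP. Compound dosing: single 20 µM dose. Schedule: 50 min dark incubation at room temperature. Detection: fluorescence intensity of OMFP turnover product. Read-out: percent inhibition versus substrate-only and uninhibited controls. Benchmarks: no-enzyme low control, uninhibited high control.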
NadD block: inhibitors of S. aureus NadD, primary screen, biochemical, colorimetric, uHTS; purified NadD enzyme, colorimetric absorbance read-out; 0.78% of 360,000 active; Nicotinate-nucleotide adenylyltransferase NadD (Staphylococcus aureus N315); inhibition, % at 20 µM; AID 602399, 2012; in the data active = inhibition above about 26%; note: some compounds past the cut are filed as inactive
Scp-1 inhibitor: Scp-1 phosphatase inhibitors, primary screen, biochemical, colorimetric, uHTS. Recombinant Scp1, phosphopeptide, malachite green phosphate absorbance. inhibition, % at 20 µM. 0.88% of 340,000 active;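 active = inhibition above about 50% at 20 µM, limit read from the data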;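 note: plate controls were DMSO wells with enzyme for no effect and wells lacking enzyme for full effect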
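assay system = SCP-1 phosphatase catalytic domain, residues 76-261 | buffer or medium = 50 mM Tris acetate pH 5.5, 0.005% Tween-20, 10 mM MgCl2 | incubation = enzyme reaction 45 min at room temperature, colour 5 min, stabilisation 30 min | signal = Phosphate-binding colour reagent, absorbance read at 630 nm | measure = % inhibition at 20 µM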
MsrA inhibitor: bovine MsrA enzyme inhibitors, primary screen, biochemical, absorbance, HTS. purified bovine MsrA, absorbance read-out. 0.75% of 360,000 active. inhibition, % at 15.5 µM. Methionine sulfoxide reductase A (Bos taurus); in the data active = inhibition above about 4.5%;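 note: 0% = vehicle wells with enzyme and 100% = reference inhibitor wells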
SUMO1 PPI mod: modulators of SUMO1 protein-protein interactions, primary screen, biochemical, uHTS; Small ubiquitin-related modifier 1 (Homo sapiens), P63165; SUMO1 binding to a labelled peptide, TR-FRET, 1 h; inhibition, % at 20 µM; 0.33% of 360,000 active; in the data active = inhibition above about 37%
Target sequence (P63165 whole entry, looked up): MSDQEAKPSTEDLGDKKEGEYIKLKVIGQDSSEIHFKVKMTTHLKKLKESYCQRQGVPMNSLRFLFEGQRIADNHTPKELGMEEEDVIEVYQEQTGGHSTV
DNMT1 inh: human DNMT1 methyltransferase inhibitors, primary screen, biochemical, molecular beacon, fluorescence, HinP1I cleavage, uHTS | inhibition (reported as % activation of signal), % at 10 µM | AID 588458, 2011 | 0.83% of 360,000 active; in the data active = inhibition above about 50%
An asterisk follows results filed as active; i = inactive; . = not tested or not shown.

SMILES | TbMetRS inhib | STEP inh | CSN deneddyl inh | Rpn11 inh | LMPTP inh | NadD block | Scp-1 inhibitor | MsrA inhibitor | SUMO1 PPI mod | DNMT1 inh
CCc1nnc(NC(=O)CSc2ccc(-c3nc4ccccc4[nH]3)cn2)s1 | 9.9* | -1 | 1 | i | 0.4 | 3 | -2 | 1.7 | 4 | -1
O=C(NCCCN1CCC(Cc2ccccc2)CC1)C1CCN(S(=O)(=O)N2CCC3(CC2)OCCO3)CC1 | -0.4 | 4 | 8 | i | -0.9 | -6 | -8 | -1.1 | 1 | -4
CCN(CC)C(=O)C1=C(C)N(Cc2ccc(C(C)(C)C)cc2)C(=O)C(CC(=O)NCCc2ccccn2)C1 (configuration not stated) | 0.2 | 1 | -4 | i | -0.4 | 9 | . | -0.6 | -1 | 4
CCCCn1nnnc1C(c1ccccc1)N1CCN(CCN2CCOCC2)CC1 (configuration not stated) | -0.2 | . | 0 | . | -1.8 | 3 | . | -1.0 | -4 | .
O=C(CCCOc1ccccc1)NC(=S)Nc1ccccc1 | 0.6 | 3 | -1 | i | 1.9 | 2 | -13 | -0.7 | 4 | -4
COc1ccc(CCNCc2c(OC)ccc3ccccc23)cc1OC | -0.8 | -2 | 2 | i | -1.7 | -5 | -4 | 0.3 | -11 | -1
Cc1ccc2nc(SCC(=O)N(C)C3CCS(=O)(=O)C3)[nH]c2c1 (configuration not stated) | 0.3 | -3 | 1 | i | 0.2 | 0 | 1 | 1.1 | 3 | 1
CCOC(=O)C(=CNc1ccc(OC)cc1[N+](=O)[O-])C(=O)OCC | -1.3 | 2 | 1 | i | 0.8 | -3 | -11 | 0.8 | -34 | 4
CC1(C)CC2(CC(c3ccccc3)Oc3cc(O)ccc32)NC(=S)N1 (configuration not stated) | 0.1 | -1 | -7 | i | 0.2 | 11 | 3 | 1.7 | 2 | 3
NS(=O)(=O)c1ccc(CCNC(=O)c2ccc(S(=O)(=O)N3CCCCC3)cc2)cc1 | 0.3 | -1 | 2 | i | -0.5 | -1 | 0 | -1.1 | 1 | 1
COc1ccc(C(=O)NNC(=O)CSc2nnc(C3CC3)n2C)cc1 | -0.8 | 0 | 0 | i | -0.5 | -6 | -10 | -1.0 | 5 | 2
O=C(NCc1cn2ccccc2n1)C1CCC(=O)N(Cc2ccccc2F)C1 (configuration not stated) | 1.0 | 2 | -1 | i | -0.8 | -5 | 34 | 0.4 | 2 | 4
CCOC(=O)c1ccc(S(=O)(=O)Nc2cc(S(=O)(=O)Nc3ccc(OC)cc3)ccc2O)cc1 | 0.1 | -7 | 21 | i | 0.8 | 2 | -8 | -0.8 | 3 | -1
CC(C(=O)NC1CCCCCC1)N(c1ccccc1)S(C)(=O)=O (configuration not stated) | 0.0 | 2 | -6 | i | -1.0 | 1 | 0 | 1.5 | -2 | 0
CC(C)=CCC/C(C)=C/COc1ccc2ccc(=O)oc2c1 | 0.7 | -1 | 3 | i | 4.4 | 13 | -4 | -0.6 | -5 | 17
CC(C)C(OC(=O)c1ccco1)C(=O)NC1CCCC1 (configuration not stated) | -0.3 | 3 | -1 | i | 1.4 | -4 | -1 | -0.3 | 2 | 0
O=C1/C(=C/c2ccco2)Cc2ccccc21 | -1.1 | 0 | 4 | i | -1.0 | -4 | -2 | 2.8 | -16 | 59*
COc1ccc(NC(=O)c2ccco2)cc1NC(=O)c1ccco1 | -0.2 | -1 | 2 | i | 0.1 | -1 | -3 | 0.7 | 5 | -1
COc1ccc(C(=O)C2CCCN(Cc3ccc(C#CCCO)cc3)C2)cc1F (configuration not stated) | 0.2 | 3 | -11 | i | 0.5 | -2 | -13 | 3.2 | 0 | -10
C/C(=N\NC(=O)C1(C)CC1(Br)Br)c1ccc([N+](=O)[O-])cc1 (configuration not stated) | -0.9 | -2 | -3 | i | -0.1 | -5 | 5 | 2.2 | -19 | 2

A second format for four compounds above:
COc1ccc(C(=O)C2CCCN(Cc3ccc(C#CCCO)cc3)C2)cc1F (configuration not stated)
- TbMetRS inhib: 0.2
- STEP inh: 3
- CSN deneddyl inh: -11
- Rpn11 inh: i
- LMPTP inh: 0.5
- NadD block: -2
- Scp-1 inhibitor: -13
- MsrA inhibitor: 3.2
- SUMO1 PPI mod: 0
- DNMT1 inh: -10

O=C1/C(=C/c2ccco2)Cc2ccccc21
- TbMetRS inhib: -1.1
- STEP inh: 0
- CSN deneddyl inh: 4
- Rpn11 inh: i
- LMPTP inh: -1.0
- NadD block: -4
- Scp-1 inhibitor: -2
- MsrA inhibitor: 2.8
- SUMO1 PPI mod: -16
- DNMT1 inh: 59*

COc1ccc(NC(=O)c2ccco2)cc1NC(=O)c1ccco1
- TbMetRS inhib: -0.2
- STEP inh: -1
- CSN deneddyl inh: 2
- Rpn11 inh: i
- LMPTP inh: 0.1
- NadD block: -1
- Scp-1 inhibitor: -3
- MsrA inhibitor: 0.7
- SUMO1 PPI mod: 5
- DNMT1 inh: -1

C/C(=N\NC(=O)C1(C)CC1(Br)Br)c1ccc([N+](=O)[O-])cc1 (configuration not stated)
- TbMetRS inhib: -0.9
- STEP inh: -2
- CSN deneddyl inh: -3
- Rpn11 inh: i
- LMPTP inh: -0.1
- NadD block: -5
- Scp-1 inhibitor: 5
- MsrA inhibitor: 2.2
- SUMO1 PPI mod: -19
- DNMT1 inh: 2

Further structures follow:
SMILES | TbMetRS inhib | STEP inh | CSN deneddyl inh | Rpn11 inh | LMPTP inh | NadD block | Scp-1 inhibitor | MsrA inhibitor | SUMO1 PPI mod | DNMT1 inh
O=C(CSc1nccc(=O)[nH]1)Nc1ccc(F)c([N+](=O)[O-])c1 | 1.6 | 1 | -6 | i | -0.2 | -1 | -8 | -0.9 | -18 | 0
CC(N)=Nc1ccc([N+](=O)[O-])cc1 | -0.4 | -4 | -10 | i | -1.0 | 1 | -8 | 2.8 | -13 | 4
Cc1ccc(NC(=O)Cn2c(=O)n(CCC(=O)NC3CCN(Cc4ccccc4)CC3)c(=O)c3ccccc32)cc1 | 0.6 | 6 | 0 | i | -1.4 | -3 | -8 | -0.7 | 4 | 1
O=C(Cc1ccccc1)Nc1cccnc1 | -1.4 | 0 | 7 | i | 0.7 | -1 | -3 | -0.1 | -2 | 0
CCOc1ccc(S(=O)(=O)Nc2cccc(C(=O)NCCCN3CCOCC3)c2)cc1 | -0.2 | -3 | 4 | i | -0.7 | -2 | -5 | -1.1 | 2 | 6
CCCC(=O)OCC(=O)Nc1ccc([N+](=O)[O-])cc1C#N | -1.4 | -1 | 1 | i | 0.5 | -1 | -14 | -0.2 | -32 | 31
CCN(C[C@H]1N[C@@](C)(C(=O)OC)[C@H]2C(=O)N(Cc3ccccc3)C(=O)[C@@H]12)S(=O)(=O)c1ccc(C(C)(C)C)cc1 | -0.5 | 1 | -3 | i | 2.4 | 7 | -4 | 0.4 | 2 | -4
Cc1cc(C)n(CNc2nc(C(F)(F)F)cs2)n1 | -0.8 | 0 | -1 | i | 0.3 | 6 | 19 | -0.3 | 1 | -3
CCN(CC)CCCCCOc1ccccc1OC | -1.0 | -1 | 3 | i | -0.3 | 8 | -4 | -0.1 | 3 | -1
C=CCn1c(=O)/c(=C/c2ccsc2)s/c1=C(\C#N)C(=O)NCCN1CCOCC1 | -0.3 | 0 | 8 | i | 0.8 | -7 | 0 | 2.1 | -35 | -4
COc1ccc(C2C=C(c3ccccc3)Nc3nnnn32)cc1 (configuration not stated) | -0.7 | -3 | -3 | i | -4.2 | -5 | -5 | 0.5 | -11 | -1
COc1ccc(NCCC#N)cc1 | 0.4 | 1 | 2 | i | 0.0 | 1 | -9 | 0.1 | 2 | 5
Cc1cc(NC(=O)CCC(=O)N(CC(=O)NCC2CCCO2)Cc2ccc(F)cc2)no1 (configuration not stated) | -0.4 | -1 | -2 | i | -0.7 | 1 | -2 | -1.2 | -2 | -1
CCC(=Nc1ccccc1OC)C1=C(O)CC(c2ccccc2)CC1=O (configuration not stated) | 0.2 | -2 | -1 | i | 0.6 | 4 | -6 | 0.3 | -2 | 0
COc1ccc(NC(=O)Nc2cccc3cccnc23)cc1 | -1.0 | -2 | 1 | i | 1.4 | -7 | -3 | 2.6 | -7 | -4
CNC(=O)CN(c1cc([N+](=O)[O-])ccc1OC)S(C)(=O)=O | -0.1 | -2 | -9 | i | -1.7 | -3 | 4 | -0.1 | -3 | 7
C=CC1(C)CN(Cc2ccco2)S(=O)(=O)c2c(F)cccc2O1 (configuration not stated) | -0.4 | 0 | 5 | i | 0.6 | 0 | -17 | 1.6 | 3 | 8
COc1ccc(-c2nc3c(-c4ccc(Cl)cc4)cnn3cc2C)cc1F | -0.1 | 4 | -6 | i | -0.7 | -7 | -10 | -0.8 | -3 | 3
CC(C)(C)NC(=O)C(c1ccncc1)N(Cc1cccs1)C(=O)Cn1nnc(-c2cccs2)n1 (configuration not stated) | -0.8 | 0 | -1 | i | 1.1 | 2 | -1 | 0.0 | 4 | -5
Cc1cc(Nc2c(C)n(C)n(-c3ccccc3)c2=O)c2ccccc2n1 | 0.0 | 0 | 4 | i | 2.2 | -2 | -2 | 0.8 | -2 | 3
COc1ccc(OC)c(/C=C2\SC(N3CCCC(C)C3)=NC2=O)c1 (configuration not stated) | 0.5 | 0 | 8 | i | 2.2 | 2 | 10 | 3.4 | -24 | 1
O=C(NNC(=S)Nc1ccccc1)C1CCCCC1 | -0.2 | -3 | -1 | i | -1.4 | 1 | -1 | -1.0 | -1 | -1

Screening results as filed in PubChem BioAssay.
